Screening results deposited in PubChem BioAssay by National Center for Advancing Translational Sciences (NCATS).
Pol iota inh – inhibitors of human DNA polymerase iota; Q9UNA4; Pol iota fluorescent replication assay, 10 min; Potency, µM (doses to about 115 µM), without a hit: top-dose activity, negative = inhibition, hits mostly inhibitors; hit rate 1% among 390,000; AID 588590
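Fluorescent replication assay read twice, at 0 min and 10 min after adding 50 nM (final) substrate. Enzyme (10 nM) and compounds were first incubated 15 min at room temperature; enzyme-free buffer wells were negative controls.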
G9a inh – inhibitors of human histone lysine methyltransferase G9a. Q96KQ7. G9a H3K9 monomethylation, AlphaScreen, 2 h. Potency, µM (series often up to 102 µM), for the others: at the highest dose activity, negative = inhibition, actives largely listed as inhibitors. hit rate 8.8% among 350,000; also: % is scaled to controls: 0 for no effect and ±100 for the full control effect; nearly all actives have a fitted effect of over 75% in size
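Step 1: enzyme (final 20 nM) with compound, 15 min RT. Step 2: substrate peptide 500 nM and SAM 20 uM, 2 h RT. Step 3: anti-H3K9me1 antibody and AlphaScreen beads, 10 min, then plate read.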
GLS inh – glutaminase GLS (human) inhibition; O94925; GLS enzymatic activity, qHTS titration; Potency, µM (doses to about 45.5 µM), for inactives: at the top dose activity change, negative = inhibition, most hits filed as inhibitors; hit rate 0.21% among 410,000; AID 624170; also: % is scaled to controls: 0 for no effect and ±100 for the full control effect
Target sequence (O94925 whole entry, looked up): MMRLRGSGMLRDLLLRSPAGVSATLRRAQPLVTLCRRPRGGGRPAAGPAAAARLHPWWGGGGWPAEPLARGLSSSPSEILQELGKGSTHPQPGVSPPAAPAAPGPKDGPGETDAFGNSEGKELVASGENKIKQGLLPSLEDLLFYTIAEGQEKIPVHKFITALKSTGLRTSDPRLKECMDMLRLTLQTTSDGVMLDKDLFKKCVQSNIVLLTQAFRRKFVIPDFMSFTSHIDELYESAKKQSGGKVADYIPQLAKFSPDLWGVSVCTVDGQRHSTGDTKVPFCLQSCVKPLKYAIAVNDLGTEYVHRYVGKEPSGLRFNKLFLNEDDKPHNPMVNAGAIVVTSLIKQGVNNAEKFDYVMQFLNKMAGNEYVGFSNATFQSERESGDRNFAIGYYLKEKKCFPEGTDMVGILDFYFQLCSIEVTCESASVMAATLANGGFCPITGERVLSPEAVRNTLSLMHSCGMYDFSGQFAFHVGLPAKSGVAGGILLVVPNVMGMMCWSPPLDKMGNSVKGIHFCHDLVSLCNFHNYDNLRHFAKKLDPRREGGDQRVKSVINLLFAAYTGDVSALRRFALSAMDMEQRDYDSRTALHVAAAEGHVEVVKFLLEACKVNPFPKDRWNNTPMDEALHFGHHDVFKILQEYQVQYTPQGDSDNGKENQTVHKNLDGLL
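Human kidney-isoform GLS in 45 mM KH2PO4 pH 8.2, 0.02% Tween-20, with compound, started with 1mM L-Glutamine (added stock). Glutamate oxidase/HRP/Amplex red coupled fluorescence read at start and after 30 min at RT.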
HP1b chromo inh – inhibitors of HP1-beta chromodomain binding to methylated histone tails | AlphaScreen HP1-beta / biotin-H3K9me3 peptide binding | Potency, µM (highest dose often 114 µM), inactives show top-dose activity change, negative = inhibition, hits mostly inhibitors | hit rate 0.56% among 390,000; also: nearly all actives have a fitted effect of over 70% in size; inactives centre near 23
Target sequence (P83916 whole entry, looked up): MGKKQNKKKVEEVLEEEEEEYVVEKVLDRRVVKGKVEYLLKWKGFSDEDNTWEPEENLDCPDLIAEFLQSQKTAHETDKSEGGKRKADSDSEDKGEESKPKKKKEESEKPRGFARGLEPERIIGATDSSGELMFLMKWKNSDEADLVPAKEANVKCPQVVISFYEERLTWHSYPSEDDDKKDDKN
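Compound inhibition of the preformed complex between 50 nM HP1-beta and 50 nM biotinylated H3K9me3 peptide was read by AlphaScreen. Buffer was PBS pH 7.4 with 0.01% Tween-20. Incubations ran 30 min at room temperature, with 10 ug/mL donor/acceptor beads.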
BAZ2B inh – blocks human BAZ2B | Q9UIF8 | Potency, µM (top dose mostly 114 µM), for the others: at the top dose activity change, negative = inhibition, hits mostly inhibitors | AlphaScreen BAZ2B-H3K14Ac peptide displacement | hit rate 4.4% among 360,000 | AID 504333; also: % is scaled to controls: 0 for no effect and ±100 for the full control effect; nearly all actives have a fitted effect of over 60% in size
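AlphaScreen luminescence quantifies BAZ2B engagement of H3K14Ac peptide; the protein and biotinylated peptide are both at 50 nM final, buffer PBS pH 7.4 with 0.01% Tween-20, all steps at room temperature.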
BLM helicase inh – inhibitors of human Bloom syndrome helicase BLM. P54132. recombinant BLM DNA unwinding, fluorescence dequenching. Potency, µM (series often up to 56.1 µM), without a hit: top-dose activity change, negative = inhibition, usual class: inhibitors. hit rate 0.2% among 350,000. AID 2528;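 also: plate controls were vehicle for no effect and no enzyme for full effect; nearly all actives have a fitted effect of over 35% in size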
Pin1 inh – inhibitors of human Pin1. Q13526. Pin1 FP peptide displacement, HiFluor488, 10 min. Potency, µM (top dose mostly 115 µM), inactives show at the highest dose activity, negative = inhibition, hits mostly inhibitors. hit rate 0.009% among 390,000; active = well fitted inhibition curve with a large enough effect in the polarisation, with a control signal flat, not every such curve was filed as active; inconclusive = small, poorly fitted or top-dose-only effect, or effect the other way, or a change in a side signal; inactive = no such curve, though single readings can be large or run the other way; the % refers to the polarisation; also: % is scaled to controls: 0 for no effect and ±100 for the full control effect
Target sequence (Q13526 whole entry, looked up): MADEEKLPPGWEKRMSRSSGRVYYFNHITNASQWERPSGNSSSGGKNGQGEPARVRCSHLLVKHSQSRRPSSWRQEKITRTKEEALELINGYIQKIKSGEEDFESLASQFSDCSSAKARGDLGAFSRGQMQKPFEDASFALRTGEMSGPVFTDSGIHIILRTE
JMJD2A Tudor – JMJD2A Tudor domain (human) inhibition. O75164. AlphaScreen JMJD2A-Tudor / H3K4me3 peptide binding. Potency, µM (series often up to 114 µM), for inactives: top-dose activity change, negative = inhibition, actives largely listed as inhibitors. hit rate 4.4% among 390,000. AID 504339; also: % is scaled to controls: 0 for no effect and ±100 for the full control effect; nearly all actives have a fitted effect of over 50% in size
Tb PGK inh – inhibitors of T. brucei phosphoglycerate kinase; Potency, µM (top dose mostly 57.5 µM), for inactives: at the highest dose activity change, negative = inhibition, actives largely listed as inhibitors; PGK/GAPDH coupled, Kinase-Glo luminescence, 60 min; AID 602233; hit rate 0.043% among 380,000; also: % is scaled to controls: 0 for no effect and ±100 for the full control effect; nearly all actives have a fitted effect of over 60% in size
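Luminescent ATP detection (Kinase-Glo Plus) follows a 60-minute room-temperature incubation, with wells lacking PGK as controls. Buffer: 100 mM TEA (pH 7.6), 5 mM MgCl2, 0.01% Tween-20. Coupling enzyme GAPDH (100 nM final) supplies unstable 1,3-BPG in-well.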
* hit, by the source's call; i = inactive; ? = inconclusive; / = no result given; [ ] = another dose, or the depositor's remark. Unless noted, calls follow the shape of the dose curve; as a rule, active = well fitted curve in the direction sought with a large enough effect; inconclusive = small, poorly fitted or top-dose-only effect, or another doubt; inactive = no such curve, though single readings can be large; an effect the other way counts as inactive or inconclusive. Potency is read from the fitted curve at half-maximal effect. The list is partial; rates above refer to the full screens.

structure	Pol iota inh	G9a inh	GLS inh	HP1b chromo inh	BAZ2B inh	BLM helicase inh	Pin1 inh	JMJD2A Tudor	Tb PGK inh
CCCCCC1C(=O)N2C=C(c3ccccc3)c3ccccc3N2C1=O (centres undefined)	?	/	13.2%	?	/	/	-0.7%	56.2µM*	-11.8%
Cc1cc(C)c(C(=O)/C=C/c2ccc3c(c2)OCO3)c(=O)[nH]1	44.9%[activator]	26.6%[0.501 µM]	2.9%	36.6%	6.7%	-3.8%	0.6%	-10.4%	i
Cc1ccc(-c2csc3ncnc(SCc4ccc(C(=O)O)cc4)c23)cc1	-23.6%	/	0.9%	17.4%	50.1µM*	-21.8%	69.2%[activator]	?	-14.1%
CC1(C)CC(=O)C(C=NCCCn2ccnc2)=C(O)C1	-2.2%	11.8%[59 µM]	-15.5%	13.9%	18.4%	0.5%	-8.3%	-16.4%	2.4%
O=C(CNC(=O)c1cccs1)OCC(=O)c1ccc(Cl)cc1	14.1%	10.5%	0.0%	39.2%[activator]	0.8%	-1.4%	-1.9%	-6.2%	-10.8%
CC(C)CN(CC(C)C)C(=O)Cc1coc2ccc3ccccc3c12	13.6%	?	5.5%	30.2%	?	-8.9%	-4.4%	-1.7%	3.5%
CCCN1CCC(=O)N([C@H](CSc2ccc(OC)cc2)c2ccccc2)CC1	37.6%[activator]	-43.4%[59 µM]	1.7%	27.1%	-10.4%	2.4%	-3.2%	-19.4%	5.4%
COc1ccc(OC)c(CN2CCC(N3CCC(C(=O)NC4CC4)CC3)CC2)c1	1.9%	/	-4.6%	57.4%[activator]	-8.7%	2.1%	-10.6%	-14.2%	-8.3%
COc1ccc(C(=O)O/N=C(\N)Cc2ccc([N+](=O)[O-])cc2)c(OC)c1	54.4%[activator]	/	-1.2%	24.3%	-18.7%	0.9%	6.5%	-9.7%	7.6%
CCOC(=O)N/N=C(\c1ccccc1)C(O)c1ccccc1 (centres undefined)	67.5%[activator]	/	1.4%	38.4%	2.2%	-2.5%	0.4%	-17.9%	-0.4%
Nc1ccc(C(=O)NC23CC4CC(CC(C4)C2)C3)cc1	20.1%	/	-4.8%	31.1%	?	-3.0%	-2.2%	2.8%	-8.9%
O=C(NCc1ccncc1)c1cc(-c2ccc(Cl)cc2)oc1C(F)(F)F	36.2%[activator]	4.6%	-1.6%	21.3%	-1.8%	-2.0%	1.7%	-14.1%	-1.8%
O=C(NCCOCCn1c(=O)oc2ccccc21)Nc1cccc(Cl)c1	29.8%	-6.2%[59 µM]	-0.8%	31.1%	-9.3%	-1.2%	-3.5%	-10.7%	-0.1%
CSc1ncc(C(=O)Nc2ccc(F)cc2F)c(-c2ccccc2)n1	?	-9.5%[59 µM]	0.2%	0.8%	-4.3%	1.1%	0.6%	-13.2%	-2.4%
Cc1ccc(Cl)cc1N1CCN(Cc2nc3c(c(=O)[nH]c(=O)n3C)n2CCc2ccccc2)CC1	0.2%	-9.5%[59 µM]	4.4%	23.3%	-2.9%	-8.8%	-3.5%	-24.6%	-0.9%
CNC(=O)NC(=O)COC(=O)CCc1nc(=O)c2ccccc2n1C	29.7%	2.2%	2.1%	-23.5%	-3.4%	-2.4%	-4.9%	-16.2%	-3.3%
Cc1ccc2c(NC(=O)c3ccc(Br)o3)cccc2n1	-1.7%	/	20.3%	21.1%	-6.5%	0.5%	1.3%	-4.2%	-4.5%
CN1CCN(S(=O)(=O)c2ccc(Cl)c(C(F)(F)F)c2)CC1	-6.5%	/	4.2%	26.2%	/	/	0.5%	-9.7%	i
O=C(Nc1ccccc1)c1cc(Cl)nc2ccccc12	8.1%	-5.7%[59 µM]	-4.7%	44.1%	-17.9%	0.1%	?	-0.7%	1.3%
CCN(C[C@H]1N[C@@](C)(C(=O)OC)[C@H]2C(=O)N(Cc3ccccc3)C(=O)[C@@H]12)C(=O)Nc1ccccc1	7.8%	/	-2.1%	36.6%	/	/	-5.0%	-15.1%	i
COc1ccc(CNC(=O)Nc2ccccc2)cc1	-3.8%	/	?	-12.6%	6.4%	2.7%	-10.3%	-26.5%[11.4 µM]	-8.7%
Cc1cccc(-n2nc(C)c3c(C(=O)O)cc(-c4cccs4)nc32)c1	98.0%[activator]	1.5%	-26.8%	34.0%	3.5%	2.9%	16.2%	-2.8%	i
Cc1ccc(NC(=O)CSc2nnc(Cc3cccn3C)n2-c2ccc(F)cc2)c(C)c1	-3.7%	28.2µM*	3.7%	31.0%	?	-16.4%	-3.7%	-14.1%	2.3%
COCCCNC(=S)N1CCN(C(=O)C(=O)Nc2ccc(C(=O)OC)cc2)CC1	7.2%	11.2%	3.8%	24.9%	-0.8%	0.4%	-3.9%	11.6%	i
N#C/C(=C\Nc1ccc2cn[nH]c2c1)c1nc(-c2ccccc2)cs1	95.3%[activator]	70.8µM*	-7.4%	32.7%	/	-11.1%	29.8%	-10.5%	i

Quoted at random: 3 entries already listed.
structure	Pol iota inh	G9a inh	GLS inh	HP1b chromo inh	BAZ2B inh	BLM helicase inh	Pin1 inh	JMJD2A Tudor	Tb PGK inh
Cc1ccc(-c2csc3ncnc(SCc4ccc(C(=O)O)cc4)c23)cc1	-23.6%	/	0.9%	17.4%	50.1µM*	-21.8%	69.2%[activator]	?	-14.1%
CN1CCN(S(=O)(=O)c2ccc(Cl)c(C(F)(F)F)c2)CC1	-6.5%	/	4.2%	26.2%	/	/	0.5%	-9.7%	i
CCN(C[C@H]1N[C@@](C)(C(=O)OC)[C@H]2C(=O)N(Cc3ccccc3)C(=O)[C@@H]12)C(=O)Nc1ccccc1	7.8%	/	-2.1%	36.6%	/	/	-5.0%	-15.1%	i

(cont.)
structure	Pol iota inh	G9a inh	GLS inh	HP1b chromo inh	BAZ2B inh	BLM helicase inh	Pin1 inh	JMJD2A Tudor	Tb PGK inh
O=C(C1CCCN(Cc2ccccc2F)C1)N1CCCCC1 (centres undefined)	127.9%[activator]	10µM*	-9.0%	44.7µM*	20µM*	-0.6%	-10.1%	3.98µM*	-12.4%
CCOc1ccccc1NC(=O)C1CCN(S(C)(=O)=O)CC1	28.5%	/	-7.9%	39.5%[activator]	5.8%	3.6%	-4.9%	-5.0%	-4.6%
C=CCSc1ccsc1C(=O)O	?	0.2%[0.0925 µM]	-2.4%	38.6%	4.1%	-3.2%	?	-28.6%	-3.6%
COC(=O)C1CN(S(=O)(=O)c2cc(OC)ccc2OC)CCS1 (centres undefined)	-18.0%	20.2%	-2.9%	16.5%	-17.2%	0.6%	-14.2%	-15.4%	-2.3%
Cc1ccc(S(=O)(=O)CCC(=O)OCC(=O)N2c3ccccc3CC2C)cc1 (centres undefined)	43.1%[activator]	-35.1%	20.1%	26.2%	5.2%	/	3.2%	-11.6%	2.3%
CCOCCCNC(=O)C(c1ccc(Cl)cc1)N(Cc1ccc2c(c1)OCO2)C(=O)c1ccccc1O (centres undefined)	-1.8%	4.1%[59 µM]	-0.8%	23.3%	-2.9%	-4.0%	-0.8%	-13.3%	-3.8%
O=C(Cc1ccc(F)cc1)Nc1nc(-c2ccc(F)c(F)c2)cs1	-4.6%	-1.2%[59 µM]	2.3%	9.7%	4.0%	-12.7%	-0.8%	5.6%	-0.8%
O=C(NCc1cccs1)C1CCCCC1	13.9%	11.4%	-2.8%	19.0%	9.2%	-4.7%	2.0%	-3.7%	-4.9%
Cc1ccc(NC(=O)CSc2nc3c(c(=O)n(C)c(=O)n3C)n2C)cc1	3.3%	13.8%	3.8%	4.4%	-0.8%	1.5%	2.8%	-3.3%	2.5%
O=C(C[n+]1ccccc1)N/N=C/c1ccc(Cl)c(Cl)c1	39.2%[activator]	-6.7%	-16.7%	10.1%	50.1µM*	-5.1%	5.4%	22.4µM*	-10.5%
CCOc1ccccc1OCC(=O)OCC(=O)NNC(=O)c1ccc([N+](=O)[O-])cc1	16.5%	-5.0%	12.4%	35.1%	-15.5%	0.6%	-7.0%	-7.3%	-6.3%
CS(=O)(=O)c1ccc(C(=O)Nc2ccc(N3CCCC3)cc2)c(Cl)c1	25.7%	10µM*	3.0%	-9.7%	-12.5%	-2.3%	-2.5%	-16.7%	1.1%
CC1CCCN(C(=O)C2CCN(CC3CC=CCC3)CC2)C1 (centres undefined)	3.3%	?	2.0%	?	6.9%	-6.3%	-0.5%	8.91µM*	-8.5%
COc1cccc(N2CCC(N3CCN(C)C(CCO)C3)CC2)c1 (centres undefined)	7.6%	/	21.7%	31.5%	8.5%	5.8%	1.9%	-10.3%	1.3%
COC(=O)c1ccc(NC(=O)CN2C(=O)CC(C)S(=O)(=O)c3ccccc32)cc1 (centres undefined)	-10.8%	-7.9%	-3.0%	30.3%	-5.4%	-3.1%	3.7%	-10.5%	-2.4%
Cc1cc2oc(=O)cc(C)c2c(=O)o1	16.8%	?	-4.5%	40.8%[activator]	-3.7%	-0.6%	-2.6%	-0.7%	-8.0%
O=C(Nc1ccc(Cl)cn1)c1cccc(OCc2ccccc2)c1	-6.9%	195.9%[activator]	2.5%	92.0%[activator]	43.7%[activator]	-8.3%	0.5%	65.8%[activator]	-1.2%
N#Cc1ccc(OCC(=O)NCCCn2ccnc2)cc1	58.0%[activator]	/	-0.5%	8.6%[57 µM]	/	/	-4.1%	63.1µM*	-8.2%
Cc1ccccc1OCc1n[nH]c(=S)n1-c1ccccc1	-9.5%	10µM*	0.1%	16.2%	-31.3%	1.2%	1.3%	-33.8%	0.0%

Some values from the list.
Under BAZ2B inh, `O=C(C1CCCN(Cc2ccccc2F)C1)N1CCCCC1` (centres undefined) is listed with 20µM*
Under BAZ2B inh, `COC(=O)C1CN(S(=O)(=O)c2cc(OC)ccc2OC)CCS1` (centres undefined) is listed with -17.2%
